Bim-Bcl-2: disrupts Bim peptide binding to human Bcl-2; AID 950; Bead-based flow cytometry, Bim peptide-Bcl-2 binding; 0.06% of 190,000 active; P10415; inhibition, % at 10 µM; in the data active = inhibition above about 40%;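 also: 0% = no compound wells with probe peptide and 100% = reference peptide inhibitor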
Target sequence (P10415 whole entry, looked up): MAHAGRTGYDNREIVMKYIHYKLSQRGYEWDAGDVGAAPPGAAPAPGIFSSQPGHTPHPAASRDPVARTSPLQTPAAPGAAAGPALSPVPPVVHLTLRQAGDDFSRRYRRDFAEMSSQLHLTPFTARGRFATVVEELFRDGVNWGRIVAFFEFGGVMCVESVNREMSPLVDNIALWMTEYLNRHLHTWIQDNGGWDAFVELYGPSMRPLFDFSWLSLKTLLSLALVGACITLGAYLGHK
RGS7-Gao reg: modulates binding of RGS7 to human Galphao; binding response (% of control), % at 10 µM; Multiplexed bead flow cytometry; actives lie on both sides; AID 1439; P09471; 0.35% of 220,000 active; in the data active = binding response below about 49% or above about 150%;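 also: fluorescent Galphao held in activated GDP-AlF4 state binding bead-coupled RGS7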
Bim-Bcl-XL: inhibitors of Bim-Bcl-XL interaction, human. Q07817. Bim peptide-Bcl-XL binding, bead flow cytometry, fluorescence. inhibition, % at 10 µM. 0.04% of 190,000 active. AID 1007
Target sequence (Q07817 whole entry, looked up): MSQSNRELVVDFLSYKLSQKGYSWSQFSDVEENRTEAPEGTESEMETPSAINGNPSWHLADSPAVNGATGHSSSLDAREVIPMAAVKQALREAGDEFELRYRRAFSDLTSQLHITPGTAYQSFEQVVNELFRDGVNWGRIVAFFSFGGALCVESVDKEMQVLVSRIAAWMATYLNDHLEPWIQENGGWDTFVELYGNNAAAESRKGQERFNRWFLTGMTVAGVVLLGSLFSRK
ABCB1 block: blocks JC-1 efflux by human ABCB1 transporter; 0.067% of 190,000 active; inhibition, % at 6.6 µM; CCRF-Adr cells, flow cytometry; P08183; in the data active = inhibition above about 40%;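 also: 0% = vehicle and 100% = reference inhibitor; higher value means more JC-1 retained so stronger ABCB1 efflux block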
GSH fluor: compound fluoresces at 488/530 nm on GSH beads; GSH beads flow cytometry, compound fluorescence 488/530 nm; active compounds read high; fluorescence (KMESF) at 10 µM; 0.25% of 190,000 active; in the data active = fluorescence above about 89;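 also: glutathione beads carrying GST-tagged Bcl family fusion proteins plus one bare bead set; values are compound well signal with DMSO vehicle wells as background; inactives centre near 16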
Avidin fluor: avidin bead compound fluorescence profile; 0.38% of 220,000 active; fluorescence (KMESF) at 10 µM; Avidin beads, compound fluorescence 488/530 nm, flow cytometry; active compounds read high; in the data active = fluorescence above about 47; also: inactives centre near 10
Bim-Bfl-1: disrupts Bim binding to human Bfl-1. Q16548. Bead-based flow cytometry, Bim-Bfl-1 binding inhibition. inhibition, % at 10 µM. 0.12% of 190,000 active. AID 1008;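 also: 0% = wells without compound plus tracer and 100% = blocker peptide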
Bcl-W Bim block: human Bim-Bcl-W interaction inhibition | inhibition, % at 10 µM | bead-based flow cytometry, Bim peptide-Bcl-W binding | AID 952 | 0.02% of 190,000 active | Q92843;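 also: 0% = bound tracer without compound and 100% = peptide blocker; higher means less fluorescent Bim peptide bound to Bcl-W beads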
Target sequence (Q92843 whole entry, looked up): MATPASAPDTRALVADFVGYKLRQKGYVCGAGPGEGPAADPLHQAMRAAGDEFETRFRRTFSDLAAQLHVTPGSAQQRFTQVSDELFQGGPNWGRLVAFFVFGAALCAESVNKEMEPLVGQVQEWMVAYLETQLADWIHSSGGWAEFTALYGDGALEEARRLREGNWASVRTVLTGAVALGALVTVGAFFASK
RGS4-Gao reg: human RGS4-Galphao interaction regulation | 0.33% of 220,000 active | P09471 | Multiplexed bead flow cytometry, RGS4-Galphao binding; actives lie on both sides | binding response (% of control), % at 10 µM; in the data active = binding response below about 49% or above about 150%; inactive = in between;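 also: fluorescent Galphao activated with aluminum fluoride binding bead-coupled RGS4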
Bcl-B Bim block: inhibitors of Bim-Bcl-B interaction, human. 0.073% of 190,000 active. inhibition, % at 10 µM. AID 951. bead-based flow cytometry, Bim peptide-Bcl-B binding. Q9HD36;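 also: 0% = tracer peptide without compound and 100% = reference inhibitor peptide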
Target sequence (Q9HD36 whole entry, looked up): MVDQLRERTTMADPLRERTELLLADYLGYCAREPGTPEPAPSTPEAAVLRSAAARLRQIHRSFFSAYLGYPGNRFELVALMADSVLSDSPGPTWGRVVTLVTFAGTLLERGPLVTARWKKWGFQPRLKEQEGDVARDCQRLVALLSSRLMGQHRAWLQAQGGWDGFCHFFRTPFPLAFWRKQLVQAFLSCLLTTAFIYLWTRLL
ABCG2 block: blocks JC-1 efflux by human ABCG2 transporter | Q9UNQ0 | IgMXP3 cells, flow cytometry | inhibition, % at 6.6 µM | 0.1% of 190,000 active | AID 1325;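 active = inhibition above 80%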;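 also: 0% = DMSO and 100% = nicardipine control wells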
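test system = two drug-resistant human cell lines, ABCG2 and ABCB1 | amount = 3 million cells/mL final, two lines in 1:1 ratio | reagent = JC-1 transporter substrate | doses = one concentration, 6.6 µM final | incubation = 10 min at 25 °C | signal = flow cytometric JC-1 green MFI at 530 nm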
An asterisk follows results filed as active. Rule as the data show it, unless noted: active = inhibition above about 40%.

Results for O=C(CSc1nnc2scc(-c3ccccc3)n12)NCc1ccc2c(c1)OCO2 ?
Bim-Bcl-2: -3; RGS7-Gao reg: 103; Bim-Bcl-XL: -1; ABCB1 block: -3.8; GSH fluor: 29; Avidin fluor: 6; Bim-Bfl-1: -4; Bcl-W Bim block: -2; RGS4-Gao reg: 102; Bcl-B Bim block: -11; ABCG2 block: -7

What do the screens show for `CC(C)C(OC(=O)c1cccs1)C(=O)NCc1ccc2c(c1)OCO2` (stereo unspecified)?
Bim-Bcl-2: -2; RGS7-Gao reg: 98; Bim-Bcl-XL: 3; ABCB1 block: 0.9; GSH fluor: 12; Avidin fluor: 14; Bim-Bfl-1: -5; Bcl-W Bim block: 1; RGS4-Gao reg: 102; Bcl-B Bim block: -4; ABCG2 block: 3

Results for CCOC(=O)CSc1nc(C)cc2c1C(=O)OC2 ?
Bim-Bcl-2: 0; RGS7-Gao reg: 100; Bim-Bcl-XL: -1; ABCB1 block: 0.3; GSH fluor: 12; Avidin fluor: 9; Bim-Bfl-1: 5; Bcl-W Bim block: 1; RGS4-Gao reg: 101; Bcl-B Bim block: 1; ABCG2 block: 7

Results for Cc1ccc(-c2cc(=O)c3cc(Cl)ccc3[nH]2)cc1 ?
Bim-Bcl-2: 1; RGS7-Gao reg: 102; Bim-Bcl-XL: 0; ABCB1 block: 4.8; GSH fluor: 19; Avidin fluor: 6; Bim-Bfl-1: 0; Bcl-W Bim block: 1; RGS4-Gao reg: 103; Bcl-B Bim block: -5; ABCG2 block: 1

How did Fc1cccc(Cl)c1Cn1nnc(-c2ccc3c(c2)OCO3)n1 do in these assays?
Bim-Bcl-2: 3; RGS7-Gao reg: 96; Bim-Bcl-XL: 1; ABCB1 block: 2.9; GSH fluor: 20; Avidin fluor: 10; Bim-Bfl-1: 0; Bcl-W Bim block: 0; RGS4-Gao reg: 97; Bcl-B Bim block: -3; ABCG2 block: 20

What do the screens show for `Cc1c(C=O)c2ccccc2n1CC(=O)O`?
Bim-Bcl-2: 0; RGS7-Gao reg: 100; Bim-Bcl-XL: 0; ABCB1 block: -0.3; GSH fluor: 10; Avidin fluor: 7; Bim-Bfl-1: 0; Bcl-W Bim block: -2; RGS4-Gao reg: 100; Bcl-B Bim block: 1; ABCG2 block: 0

Results for Cc1cc(N/C=C\c2nnnn2-c2ccccc2)no1 ?
Bim-Bcl-2: 1; RGS7-Gao reg: 101; Bim-Bcl-XL: -4; ABCB1 block: 0.8; GSH fluor: 7; Avidin fluor: 3; Bim-Bfl-1: 0; Bcl-W Bim block: -2; RGS4-Gao reg: 101; Bcl-B Bim block: -2; ABCG2 block: 6

What do the screens show for `CC(C(=O)NCCN1C(=O)S/C(=C\c2cccs2)C1=O)N1C(=O)c2ccccc2C1=O` (stereo unspecified)?
Bim-Bcl-2: -2; RGS7-Gao reg: 87; Bim-Bcl-XL: -12; ABCB1 block: -0.7; GSH fluor: 17; Avidin fluor: 8; Bim-Bfl-1: -3; Bcl-W Bim block: -8; RGS4-Gao reg: 92; Bcl-B Bim block: -8; ABCG2 block: -4

How did CCc1cc(=O)oc2cc(C)cc(OCc3nn[nH]n3)c12 do in these assays?
Bim-Bcl-2: -2; RGS7-Gao reg: 97; Bim-Bcl-XL: -1; ABCB1 block: 0.3; GSH fluor: 13; Avidin fluor: 38; Bim-Bfl-1: -2; Bcl-W Bim block: 0; RGS4-Gao reg: 98; Bcl-B Bim block: -1; ABCG2 block: 1

What do the screens show for `COc1ccc(/C=N/NC(=O)C(=O)/C=C2\NC3(CCCC3)Cc3ccccc32)cc1`?
Bim-Bcl-2: -3; RGS7-Gao reg: 101; Bim-Bcl-XL: -6; ABCB1 block: 0.9; GSH fluor: 16; Avidin fluor: 5; Bim-Bfl-1: -6; Bcl-W Bim block: -6; RGS4-Gao reg: 101; Bcl-B Bim block: -8; ABCG2 block: 2

What do the screens show for `Cc1cccc2c(SCC(=O)NCC3CCCO3)nc(-c3ccc(F)cc3)nc12` (stereo unspecified)?
Bim-Bcl-2: -1; RGS7-Gao reg: 98; Bim-Bcl-XL: 0; ABCB1 block: 0.7; GSH fluor: 15; Avidin fluor: 19; Bim-Bfl-1: -7; Bcl-W Bim block: 1; RGS4-Gao reg: 100; Bcl-B Bim block: -4; ABCG2 block: 6

How did O=C(CSc1ncnc2ccccc12)NCCCO do in these assays?
Bim-Bcl-2: -7; RGS7-Gao reg: 98; Bim-Bcl-XL: -3; ABCB1 block: 0.6; GSH fluor: 14; Avidin fluor: 11; Bim-Bfl-1: -10; Bcl-W Bim block: 0; RGS4-Gao reg: 96; Bcl-B Bim block: -5; ABCG2 block: 3

3 compounds drawn at random from those above, as already listed:
What do the screens show for `CC(C)C(OC(=O)c1cccs1)C(=O)NCc1ccc2c(c1)OCO2` (stereo unspecified)?
Bim-Bcl-2: -2; RGS7-Gao reg: 98; Bim-Bcl-XL: 3; ABCB1 block: 0.9; GSH fluor: 12; Avidin fluor: 14; Bim-Bfl-1: -5; Bcl-W Bim block: 1; RGS4-Gao reg: 102; Bcl-B Bim block: -4; ABCG2 block: 3

Results for CCOC(=O)CSc1nc(C)cc2c1C(=O)OC2 ?
Bim-Bcl-2: 0; RGS7-Gao reg: 100; Bim-Bcl-XL: -1; ABCB1 block: 0.3; GSH fluor: 12; Avidin fluor: 9; Bim-Bfl-1: 5; Bcl-W Bim block: 1; RGS4-Gao reg: 101; Bcl-B Bim block: 1; ABCG2 block: 7

What do the screens show for `CC(C(=O)NCCN1C(=O)S/C(=C\c2cccs2)C1=O)N1C(=O)c2ccccc2C1=O` (stereo unspecified)?
Bim-Bcl-2: -2; RGS7-Gao reg: 87; Bim-Bcl-XL: -12; ABCB1 block: -0.7; GSH fluor: 17; Avidin fluor: 8; Bim-Bfl-1: -3; Bcl-W Bim block: -8; RGS4-Gao reg: 92; Bcl-B Bim block: -8; ABCG2 block: -4

(list continues)
How did CN1/C(=C\C(=O)c2cccc(S(=O)(=O)N3CCCCC3)c2)C(C)(C)c2ccccc21 do in these assays?
Bim-Bcl-2: -1; RGS7-Gao reg: 101; Bim-Bcl-XL: -5; ABCB1 block: 3.8; GSH fluor: 5; Avidin fluor: 10; Bim-Bfl-1: -2; Bcl-W Bim block: -2; RGS4-Gao reg: 101; Bcl-B Bim block: -9; ABCG2 block: 15

Results for COc1ccc(CN(C(C)=O)c2cccc(C)c2C)cc1 ?
Bim-Bcl-2: -13; RGS7-Gao reg: 101; Bim-Bcl-XL: -7; ABCB1 block: 1.8; GSH fluor: 14; Avidin fluor: 6; Bim-Bfl-1: -14; Bcl-W Bim block: 0; RGS4-Gao reg: 103; Bcl-B Bim block: -7; ABCG2 block: 11

How did COC(=O)c1cc(OC)c(OC)cc1NC(=O)c1ccc(OC)cc1 do in these assays?
Bim-Bcl-2: 0; RGS7-Gao reg: 102; Bim-Bcl-XL: 0; ABCB1 block: 1.4; GSH fluor: 12; Avidin fluor: 35; Bim-Bfl-1: -1; Bcl-W Bim block: 0; RGS4-Gao reg: 104; Bcl-B Bim block: 0; ABCG2 block: 8

How did CC(C)CCN1CC(C(=O)N2CCN(c3ccc(F)cc3)CC2)CC1=O (stereo unspecified) do in these assays?
Bim-Bcl-2: 0; RGS7-Gao reg: 97; Bim-Bcl-XL: -4; ABCB1 block: 0.4; GSH fluor: 7; Avidin fluor: 17; Bim-Bfl-1: -1; Bcl-W Bim block: 0; RGS4-Gao reg: 93; Bcl-B Bim block: 0; ABCG2 block: 0

Results for CCOC(=O)c1cc2sccc2n1CC(=O)OC ?
Bim-Bcl-2: 1; RGS7-Gao reg: 101; Bim-Bcl-XL: -4; ABCB1 block: 0.3; GSH fluor: 12; Avidin fluor: 39; Bim-Bfl-1: -3; Bcl-W Bim block: -1; RGS4-Gao reg: 103; Bcl-B Bim block: -1; ABCG2 block: 3

How did CN(c1ccccc1C(=O)N1CCN(c2ccccc2)CC1)S(C)(=O)=O do in these assays?
Bim-Bcl-2: 6; RGS7-Gao reg: 106; Bim-Bcl-XL: -5; ABCB1 block: 0.7; GSH fluor: 14; Avidin fluor: 23; Bim-Bfl-1: 4; Bcl-W Bim block: -3; RGS4-Gao reg: 105; Bcl-B Bim block: -3; ABCG2 block: 1

Results for CCSC1=NSC2=NC(=O)/C(=C\c3coc4ccccc4c3=O)C(=N)N12 ?
Bim-Bcl-2: -2; RGS7-Gao reg: 99; Bim-Bcl-XL: -8; ABCB1 block: 29; GSH fluor: 19; Avidin fluor: 5; Bim-Bfl-1: 2; Bcl-W Bim block: -3; RGS4-Gao reg: 101; Bcl-B Bim block: -15; ABCG2 block: active

How did COc1ccc(Cn2c(=O)[nH]c3cc(C(=O)N4CCN(c5ccccn5)CC4)ccc3c2=O)cc1 do in these assays?
Bim-Bcl-2: 1; RGS7-Gao reg: 101; Bim-Bcl-XL: 2; ABCB1 block: 0.8; GSH fluor: 14; Avidin fluor: 9; Bim-Bfl-1: -3; Bcl-W Bim block: 2; RGS4-Gao reg: 100; Bcl-B Bim block: 0; ABCG2 block: 1

How did COc1ccc2nc(NC(=O)c3ccc(Br)s3)sc2c1 do in these assays?
Bim-Bcl-2: -3; RGS7-Gao reg: 100; Bim-Bcl-XL: 3; ABCB1 block: -0.3; GSH fluor: 42; Avidin fluor: 4; Bim-Bfl-1: -6; Bcl-W Bim block: 4; RGS4-Gao reg: 102; Bcl-B Bim block: -7; ABCG2 block: 0

What do the screens show for `Cc1ccccc1NC(=S)Nc1ccc(Br)cc1`?
Bim-Bcl-2: -14; RGS7-Gao reg: 105; Bim-Bcl-XL: -9; ABCB1 block: -0.6; GSH fluor: 11; Avidin fluor: 13; Bim-Bfl-1: -11; Bcl-W Bim block: -5; RGS4-Gao reg: 105; Bcl-B Bim block: -11; ABCG2 block: -2

How did CCCCN1C(=O)C2Cc3c([nH]c4ccccc34)CN2C1=S (stereo unspecified) do in these assays?
Bim-Bcl-2: 0; RGS7-Gao reg: 96; Bim-Bcl-XL: 0; ABCB1 block: 1.1; GSH fluor: 64; Avidin fluor: 11; Bim-Bfl-1: 3; Bcl-W Bim block: 0; RGS4-Gao reg: 96; Bcl-B Bim block: -3; ABCG2 block: 8

Results for Cc1nnc(SCC(=O)N2CC(=O)Nc3ccccc32)n1C ?
Bim-Bcl-2: -2; RGS7-Gao reg: 103; Bim-Bcl-XL: 1; ABCB1 block: 0.2; GSH fluor: 58; Avidin fluor: 12; Bim-Bfl-1: -10; Bcl-W Bim block: 3; RGS4-Gao reg: 100; Bcl-B Bim block: -6; ABCG2 block: 0

How did CCn1c(SCC(=O)N2CCCc3ccccc32)nnc1-c1cccs1 do in these assays?
Bim-Bcl-2: -7; RGS7-Gao reg: 104; Bim-Bcl-XL: -5; ABCB1 block: 0.1; GSH fluor: 46; Avidin fluor: 8; Bim-Bfl-1: -9; Bcl-W Bim block: 5; RGS4-Gao reg: 97; Bcl-B Bim block: -3; ABCG2 block: 8
